High-throughput results from PubChem.
SNCA expr inhib: Primary qHTS assay for inhibitors of alpha-synuclein gene (SNCA) expression; HEK-293 SNCA-luciferase knock-in, luminescence, 24 h; Potency, µM (top dose mostly 57.2 µM), without a hit: at the top dose activity change, negative = inhibition, most hits filed as inhibitors; actives 0.17% (n = 140,000);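 note: potency is the fitted concentration of half-maximal effect; plate controls were DMSO cells for no effect and cell-free wells for full effect; nearly all actives have a fitted effect of over 45% in size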
GPT2 inh: Primary qHTS assay for inhibitors of Glutamate pyruvate transaminase 2 (GPT2) | Alanine aminotransferase 2 (Homo sapiens), Q8TD30 | Recombinant GPT2, coupled pyruvate oxidase/HRP Amplex Red fluorescence | Potency, µM (series often up to 57.7 µM), for the others: top-dose activity change, negative = inhibition, most hits filed as inhibitors | actives 0.25% (n = 100,000); note: potency is the fitted concentration of half-maximal effect; nearly all actives have a fitted effect of over 60% in size; many of its hits are not listed in these tables
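Inhibition is scored from Amplex Red fluorescence generated when pyruvate oxidase and HRP act on pyruvate released by GPT2. Reactions contain 10ng/uL enzyme, 250uM a-KG and 2mM L-alanine and run 30 min at room temperature.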
3T3 cytotox: Cytotoxic Profiling in NIH 3T3 Cell Line of Diverse Libraries Using Quantitative High-Throughput Screening. NIH 3T3 viability, CellTiter-Glo ATP luminescence, 48-72 h. Potency, µM (top dose mostly 96.7 µM), for inactives: at the top dose activity change, negative = cytotoxicity, actives largely listed as inhibitors. actives 4.3% (n = 94,000); note: potency is the fitted concentration of half-maximal effect; nearly all actives have a fitted effect of over 55% in size
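NIH 3T3 cells at 400 cells/well received 23 nL of compound by pintool and were incubated 48 or 72 h at 37 °C. Viability was read as ATP-coupled CellTiter-Glo luminescence.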
SNCA viab count: GF-AFC viability counterscreen for inhibitors of alpha-synuclein gene (SNCA) expression; HEK-293-SNCA-luc viability, GF-AFC fluorescence, 24 h; actives 0.12% (n = 150,000); Potency, µM (titrated, usually from 57.1 µM), without a hit: at the highest dose activity change, negative = cytotoxicity, actives largely listed as cytotoxic;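 note: potency is the fitted concentration of half-maximal effect; 0% = DMSO-treated cells and -100% = medium-only wells without cells; nearly all actives have a fitted effect of over 30% in size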
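HEK-293-SNCA-luc cells (1500/well) plated 24 h, then exposed 24 h to a dilution series; GF-AFC added 30 min at 37C, fluorescence 405/540 nm; normalised to medium-only and DMSO wells, Hill fit.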
IP6K1 inh: Primary qHTS assay for small molecule inhibitors of Inositol hexaphosphate kinase 1 (IP6K1); IP6K1 kinase, ADP-Glo luminescence, 2 h; stronger effect = lower value; activity change, % (series mostly up to about 58 µM); actives 0.81% (n = 140,000); in the data active = activity change below about -25%
Target sequence (Q92551 whole entry, looked up): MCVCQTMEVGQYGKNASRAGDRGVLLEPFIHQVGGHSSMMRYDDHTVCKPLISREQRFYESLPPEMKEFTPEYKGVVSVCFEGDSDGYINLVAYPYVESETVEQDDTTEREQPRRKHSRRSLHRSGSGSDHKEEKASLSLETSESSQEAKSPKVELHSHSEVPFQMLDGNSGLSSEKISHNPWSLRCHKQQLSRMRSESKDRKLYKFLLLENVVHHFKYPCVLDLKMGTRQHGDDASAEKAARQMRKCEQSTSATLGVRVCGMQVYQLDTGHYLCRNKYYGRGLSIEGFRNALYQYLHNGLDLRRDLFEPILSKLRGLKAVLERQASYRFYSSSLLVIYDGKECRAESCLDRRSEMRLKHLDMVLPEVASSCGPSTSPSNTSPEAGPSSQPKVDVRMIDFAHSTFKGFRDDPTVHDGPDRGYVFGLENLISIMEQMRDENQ
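ADP-Glo luminescence measures ADP made by human IP6K1 during a 2 h RT reaction with ATP/IP6 (mix at 1.3 mM/130 uM); top library doses 57.5 and 19.1 uM final.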
Luciferase inh: Firefly luciferase inhibition profiling of diverse chemical library using quantitative high-throughput screening; purified P. pyralis luciferase, luminescence, biochemical; Luciferin 4-monooxygenase (Photinus pyralis), P08659; Potency, µM (top dose mostly 115 µM), for the others: at the highest dose activity change, negative = inhibition, usual class: inhibitors; actives 2.5% (n = 76,000); note: potency is the fitted concentration of half-maximal effect; nearly all actives have a fitted effect of over 65% in size
Target sequence (P08659 whole entry, looked up): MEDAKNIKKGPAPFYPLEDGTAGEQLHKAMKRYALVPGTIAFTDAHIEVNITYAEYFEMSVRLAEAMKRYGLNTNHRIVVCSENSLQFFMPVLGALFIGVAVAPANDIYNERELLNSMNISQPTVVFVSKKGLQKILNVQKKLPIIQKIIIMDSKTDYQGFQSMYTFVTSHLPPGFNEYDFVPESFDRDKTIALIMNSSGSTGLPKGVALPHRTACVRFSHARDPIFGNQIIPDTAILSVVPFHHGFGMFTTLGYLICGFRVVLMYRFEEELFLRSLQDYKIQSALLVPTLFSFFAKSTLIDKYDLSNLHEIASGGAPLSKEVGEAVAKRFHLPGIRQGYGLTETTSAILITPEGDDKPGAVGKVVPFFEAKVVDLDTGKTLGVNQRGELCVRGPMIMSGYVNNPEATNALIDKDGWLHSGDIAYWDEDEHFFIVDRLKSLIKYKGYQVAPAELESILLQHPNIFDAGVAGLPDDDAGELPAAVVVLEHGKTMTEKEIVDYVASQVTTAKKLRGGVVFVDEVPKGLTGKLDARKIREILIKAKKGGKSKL
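Purified P. pyralis luciferase (10nM final) in 50mM Tris acetate pH 7.5, 10mM Mg acetate, 0.01% Tween-20, 0.05% BSA with 10uM D-luciferin and 10uM ATP. Compounds titrated qHTS. Luminescence imaged on CCD.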
HEK293 tox: Cytotoxic Profiling in HEK 293 Cell Line of Diverse Libraries Using Quantitative High-Throughput Screening | actives 6.6% (n = 94,000) | Potency, µM (doses to about 115 µM), for the others: at the top dose activity change, negative = cytotoxicity, actives largely listed as inhibitors | HEK 293 viability, ATP luminescence (CellTiter-Glo), 48-72 h | AID 1345083, 2018; note: potency is the fitted concentration of half-maximal effect; nearly all actives have a fitted effect of over 60% in size
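ATP-coupled CellTiter-Glo luminescence served as viability read-out, recorded 10 min after reagent addition at room temperature. HEK 293 cells, 250 cells/well, had been incubated with pintool-transferred compound for 48 or 72 hr at 37 degree Celsius.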
Numbers without * were called inactive; i = inactive; ? = inconclusive; . = no result given; & = joins results of further samples; [ ] = dose if it differs, or a comment. Unless noted, calls come from the whole dose curve; as a rule, active = well fitted curve in the direction sought with a large enough effect; inconclusive = small, poorly fitted or top-dose-only effect, or another doubt; inactive = no such curve, though single readings can be large; an effect the other way counts as inactive or inconclusive. Unless noted, % is set by controls: 0 for no effect and ±100 for the full control effect. Some of the compounds tested (hit frequency here may not be typical).

entry	Molecule	SNCA expr inhib	GPT2 inh	3T3 cytotox	SNCA viab count	IP6K1 inh	Luciferase inh	HEK293 tox
1	CC(=O)c1ccc(NC(=O)CC2Nc3cccc4cccc(c34)NC2=O)cc1 (stereo not given)	-8%	.	.	3%	-15	.	.
2	COc1ccc(CN2CCc3nc(N4CCN(C)CC4)[nH]c(=O)c3CC2)cc1	-3%	-8%	-1%	-5%	11	4%	2%
3	COc1cccc(C(=O)N2CC(=O)N(Cc3ccc(Cl)cc3)CC(O)C2)c1 (stereo not given)	.	.	?	.	-8	.	?
4	COc1ccc(-c2cc(-c3c(C)noc3C)cc3c2C(=O)N(C)C3)cn1	-16%[87.6 µM]	i	?	-15%[87.6 µM]	16	2%[172 µM]	79µM*
5	COc1ccc(C(=O)NC2CCN(c3ccnc4ccnn34)C2)cc1 (stereo not given)	?	-1%[88.5 µM]	?	-22%[87.6 µM]	17	.	50µM*
6	Cn1cc(S(=O)(=O)c2ccccc2)c(=O)c2cc(F)c(N3CCCC3)cc21	42%[activator]	.	.	9%	15	.	.
7	O=C(NCc1ccccn1)C1CCN(C2CCN(C3CCCCC3)CC2)CC1	7%	-24%	1%	-2%	0	6%	-4%
8	COc1ccc(CNC(=O)c2cc(-c3ccc(C)c(C)c3)n[nH]2)cc1	129%[activator]	.	.	-14%	-15	.	.
9	CCc1cn(C[C@H](NCCC(C)C)C(=O)O)c(=O)[nH]c1=O	13%[87.6 µM]	i	i	-9%[87.6 µM]	18	0%[172 µM]	i
10	Cc1cc(C)n(CCC(=O)N2CC(Oc3ccccc3-c3nc(C4CC4)no3)C2)n1	-1%	2%	-18%	1%	0	6%	6%
11	Cc1ccn2c(Nc3ccc(F)cc3)c(-c3ccccn3)nc2c1	?	.	.	-11%	20	.	.
12	Cc1ccc(CN2COc3cc(C)c4c(oc(=O)c5ccccc54)c3C2)cc1	?	.	.	2%	0	.	.
13	COc1cccc(NC(=O)CCc2nnc3n(Cc4ccccc4Cl)c(=O)c4ccccc4n23)c1	0%	.	.	0%	-10	.	.
14	Cc1cccc(N2CCN(C(=O)C3CCN(C(=O)C4CC4)CC3)CC2)n1	7%	0%	-9%	0%	12	5%	i
15	Cc1ccc(N(C)C(=O)c2cnc(N3CCOCC3)c3ccccc23)cc1C	3%	.	.	1%	2	.	.
16	COc1ccc(OCC(=O)N(Cc2ccc(C)o2)C2CCS(=O)(=O)C2)cc1 (stereo not given)	48%[activator]	.	.	-7%	-5	.	.
17	O=C(NC1CN(c2ccnc3ccnn23)C1)C1CC1	29%[87.6 µM]	-2%[88.5 µM]	-4%[138 µM]	-1%[87.6 µM]	-5	.	0%[172 µM]
18	CCc1nc2c(c(-c3ccc(OC)cc3)n1)CCN(Cc1cncs1)CC2	?	i	-12%	-2%	-2	.	i
19	CC(C)(O)c1ccc2c(c1)C(O)CC1C(C)(C(=O)O)CCCC21C (stereo not given)	.	3%[27.3 µM]	.	-23%	8	.	.
20	COc1ccccc1N1CCN(CCN2C(=O)CC3(CCCC3)CC2=O)CC1	-12%	2%	.	2%&7%	8	.	.
21	CCCn1cc(NC(=O)CC[C@H]2NC(=O)c3ccccc3NC2=O)c(C)n1	21%	i	i	6%	17	-1%	1%
22	COc1ccccc1C(=O)N1CCc2c(nc3cc(-c4ccccc4Cl)[nH]n3c2=O)C1	-13%	-15%	-13%	8%	34	?	1%
23	Cc1nc(N2CCN(C(=O)Cc3ccc(Cl)cc3)CC2)cc(C(F)(F)F)n1	1%	i	?	-10%	-1	10%	-18%
24	CCOC(=O)[C@H]1C[C@]2(CCCCN(CCO)C2=O)N(C(=O)C(CC)CC)[C@H]1c1ccco1	.	.	-21%	.	-10	.	?
25	Cn1ncc2c(C(=O)NCc3cccs3)cc(-c3ccc(F)cc3)nc21	.	.	?	.	-6	.	?
26	NC(=O)c1nnn([C@H]2CCN3C(=O)[C@@H](Cc4ccccc4)NC(=O)[C@@H]3C2)c1C(N)=O	-21%[87.6 µM]	?	i	-6%[87.6 µM]	-9	0%[172 µM]	0%[172 µM]
27	Cn1cnc(S(=O)(=O)N2CCC(N3C(=O)C4(CCCCC4)C3c3ccncc3)CC2)c1 (stereo not given)	-12%	3%	-2%	-1%[12.5 µM]	13	-1%	-18%
28	C=C(C(=O)OC)[C@]12O[C@@](C)(CC[C@@]3(O)/C(=C\C)C(=O)O[C@]3(C)C[C@@H]1OC(=O)C(CO)CN1CCCC1C(=O)O)CC2=O (stereo not given in full)	.	1%[17.1 µM]	.	-5%[23.9 µM]	15	.	.
29	CS(=O)(=O)N1CCCC(C(=O)NC2CCCCC2)CCNC(=O)CC1 (stereo not given)	-4%	i	4%	1%	8	6%	i
30	O=C(C1CCN([S+](=O)([O-])c2cccc(C(F)(F)F)c2)CC1)N1CCC(N2CCCC2=O)CC1	-6%	i	-8%	7%	0	.	-5%
31	O=C(c1nnc(CNCc2cccc(F)c2)n1-c1cccnc1)N1CCC[C@@H]1C(c1ccccc1)c1ccccc1	-11%	-20%	?	1%	1	1%	?
32	N#Cc1ccc(NCc2cc3n(n2)CCCN(C2CCCCC2)C3)nc1	4%	-6%	-18%	-21%	2	3%	-7%
33	Cc1ccc(Cl)cc1Nc1sc(C(=O)c2ccc(F)cc2)c(N)c1S(C)(=O)=O	-11%	.	.	12%	14	.	.
34	COC(=O)CCc1ccc(OCC(O)CNC(C)C)cc1 (stereo not given)	-18%[25.6 µM]	3%	.	-32%	-3&27	.	.
35	O=C(c1cccc(Br)c1)N1CCC([C@@H]2CNC[C@H]2CO)CC1	?	-38%	-10%	-13%[12.5 µM]	-2	-11%	-13%
36	O=C(NCC1CN(C(=O)Cc2ccc(C(F)(F)F)cc2)CC12CN(c1ccccc1)C2)c1ccccc1 (stereo not given)	-25%	i	?	-19%	-2	-5%	?
37	COc1ccc(C(=O)N2CCC(C(=O)N3CCCC(c4nc5ncccc5[nH]4)C3)CC2)cc1 (stereo not given)	-13%	1%	-10%	-4%	15	.	-7%
38	Cc1nc2n(c(=O)c1CCN1CCC(c3noc4cc(F)ccc34)CC1)CCCC2	-17%[25.6 µM]	-2%&-8%	.	7%[23.9 µM]	8	.	.
39	COCCCNC(=O)C1CCN(C(=O)c2ccc(-c3ccccc3OC)cc2)CC1	2%	i	-28%	2%[12.5 µM]	5	.	i
40	O=C(NC1CCCN(c2ccc3nnc(-c4ccccc4)n3n2)C1)c1ccccn1 (stereo not given)	.	.	?	.	-6	.	28µM*

Filtered by structure, the compounds so far containing a thiophene ring, fused or not.
entry	Molecule	SNCA expr inhib	GPT2 inh	3T3 cytotox	SNCA viab count	IP6K1 inh	Luciferase inh	HEK293 tox
25	Cn1ncc2c(C(=O)NCc3cccs3)cc(-c3ccc(F)cc3)nc21	.	.	?	.	-6	.	?
33	Cc1ccc(Cl)cc1Nc1sc(C(=O)c2ccc(F)cc2)c(N)c1S(C)(=O)=O	-11%	.	.	12%	14	.	.

The list goes on.
entry	Molecule	SNCA expr inhib	GPT2 inh	3T3 cytotox	SNCA viab count	IP6K1 inh	Luciferase inh	HEK293 tox
41	CC(C)CC(=O)N1CCOCC12CCN(Cc1ccc(C(C)C)cc1)CC2	-26%[87.6 µM]	1%[88.5 µM]	71µM*	-15%[87.6 µM]	10	0%[172 µM]	100µM*
42	Cc1ccc(C(C)C)c(OCCSc2nc3ccccc3n2CC(O)CO)c1 (stereo not given)	-9%	.	.	10%	-1	.	.
43	Cc1nn(-c2ccccc2)c(C)c1/C=N/N1CCN(Cc2ccccc2)CC1	-3%	2%	.	-16%&-13%	-8	.	.
44	COc1cccc(C(=O)N2CCC(N3CC4CCCN4C3=O)CC2)c1 (stereo not given)	-11%[87.6 µM]	i	-21%[138 µM]	18%[87.6 µM]	8	-9%[172 µM]	-30%[172 µM]
45	CCCCC1CN(c2cccc(-c3ccccc3)c2)C(=O)CN1C(C)=O (stereo not given)	10%	-9%	?	7%	-16	-1%	?
46	Cc1cc(C(=O)N2C[C@@H](CO)[C@H](c3nc(C4CC4)no3)C2)c(C)o1	-3%	?	-14%	-7%	-8	-5%	-6%
47	CC(=O)Nc1ccc(CN2CCC3(CC(C)=NO3)C2)cc1 (stereo not given)	3%[87.6 µM]	4%[88.5 µM]	-6%[138 µM]	-17%[87.6 µM]	13	-5%[172 µM]	-9%[172 µM]
48	Cc1cnc(C(=O)N[C@@H]2CCC[C@@H]2C(=O)NCCc2ccccc2)cn1	51%[activator]	i	-11%	5%	21	-16%	0%
49	COc1ccc2c(c1)C=C(CN1CCCn3nc(C(C)O)cc3C1)CO2 (stereo not given)	17%	i	?	3%	-5	-2%	?
50	COCCNC(=O)N1CCCC(c2noc(COc3ccccc3F)n2)C1 (stereo not given)	19%	1%	i	5%	12	0%	5%
51	CC(C)Cc1cc(C(=O)N2CCCC(C)(c3ccccc3)C2)no1 (stereo not given)	-6%	-1%	?	-4%	17	-20%	?
52	CCc1nc2c(c(-c3ccc(OC)cc3)n1)CCN([S+](=O)([O-])c1cccs1)CC2	-23%	2%	?	1%	-4	.	-17%
53	COc1ccc(NC(=O)c2ccc3c(c2)N(C)C2CCCCCN2C3=O)cc1Cl (stereo not given)	-11%	i	40µM*	-10%[12.5 µM]	15	-15%	45µM*
54	CC(C)c1ccc(NC(=O)CSC2=Nc3ccccc3C3=NC(CC(=O)NC4CCCCC4)C(=O)N23)cc1 (stereo not given)	?	.	.	-19%	-2	.	.
55	CN(C)C[C@@H]1CN(C)C[C@H]1NS(=O)(=O)c1ccccc1C(F)(F)F	-20%	i	-13%	4%	-7	-1%	-20%
56	O=C(c1ccc(C(F)(F)F)cc1)N1CCc2nc(C3CC3)nc(-c3ccc(Cl)cc3)c2CC1	-9%	-12%	?	-13%	-1	3%	28µM*
57	CCc1cc(=O)n(CC(=O)Nc2cc(OC)cc(OC)c2)c(N2CCOCC2)n1	7%	5%	0%	-12%	3	10%	2%
58	CC(C)[N+]1(C)[C@@H]2CC[C@H]1CC(OC(=O)C(CO)c1ccccc1)C2 (stereo not given in full)	10%	i	.	-9%	.	.	.
59	CCOc1cc(-c2ccc(OC(=O)c3ccc(Cl)cc3)c(OC)c2)cc(=O)c2c(C)oc(C)c12	-9%	.	.	3%	-23	.	.
60	Cc1nc(N2CCC(NC(=O)CC3CCCCC3)CC2)cc(C(F)(F)F)n1	-26%	-9%	-36%	7%	-16	-3%	-20%
